Screening results: PubChem BioAssay, National Center for Advancing Translational Sciences (NCATS)
GLP-1R inv ag: inverse agonists of human GLP-1 receptor; P43220; HEK293 GLP-1R CRE-luciferase, luminescence, 24 h; GLP-1R form is constitutively active; Potency, µM (series often up to 38.3 µM), for the others: top-dose activity change, negative = inhibition, actives largely listed as inhibitors; actives 1.6% (n = 410,000); AID 624417; also: potency is read from the fitted curve at half-maximal effect; % is scaled to controls: 0 for no effect and ±100 for the full control effect; nearly all actives have a fitted effect of over 55% in size
Target sequence (P43220 whole entry, looked up): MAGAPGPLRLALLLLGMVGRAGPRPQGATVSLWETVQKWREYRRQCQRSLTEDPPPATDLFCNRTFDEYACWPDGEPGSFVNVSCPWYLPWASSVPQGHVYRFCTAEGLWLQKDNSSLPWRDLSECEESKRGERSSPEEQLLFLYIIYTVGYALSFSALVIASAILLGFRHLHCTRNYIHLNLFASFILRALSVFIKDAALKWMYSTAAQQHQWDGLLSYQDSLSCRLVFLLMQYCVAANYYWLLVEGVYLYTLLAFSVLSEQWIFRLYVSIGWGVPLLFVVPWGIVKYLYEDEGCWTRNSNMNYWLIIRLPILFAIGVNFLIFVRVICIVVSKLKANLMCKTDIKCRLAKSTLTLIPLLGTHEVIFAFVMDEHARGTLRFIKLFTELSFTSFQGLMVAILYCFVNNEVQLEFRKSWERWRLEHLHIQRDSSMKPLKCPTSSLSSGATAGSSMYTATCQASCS
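Using stably transfected HEK293 (constitutively active GLP-1R, cAMP-luciferase reporter), compounds were incubated 24 hr and luciferase measured by luminescence.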
PTHR1 ag: activates the human parathyroid hormone receptor PTHR1; Q03431; HEK293 GP2 PTHR1 cells, GloSensor cAMP luminescence, 1 h; Potency, µM (highest dose often 115 µM), inactives show at the highest dose activation, actives largely listed as activators; actives 0.075% (n = 410,000); AID 743266; also: potency is read from the fitted curve at half-maximal effect; nearly all actives have a fitted effect of over 55% in size; some results filed as inactive show a strong effect at the top dose; inactives centre near -15; many of its hits are not listed in these tables
Target sequence (Q03431 whole entry, looked up): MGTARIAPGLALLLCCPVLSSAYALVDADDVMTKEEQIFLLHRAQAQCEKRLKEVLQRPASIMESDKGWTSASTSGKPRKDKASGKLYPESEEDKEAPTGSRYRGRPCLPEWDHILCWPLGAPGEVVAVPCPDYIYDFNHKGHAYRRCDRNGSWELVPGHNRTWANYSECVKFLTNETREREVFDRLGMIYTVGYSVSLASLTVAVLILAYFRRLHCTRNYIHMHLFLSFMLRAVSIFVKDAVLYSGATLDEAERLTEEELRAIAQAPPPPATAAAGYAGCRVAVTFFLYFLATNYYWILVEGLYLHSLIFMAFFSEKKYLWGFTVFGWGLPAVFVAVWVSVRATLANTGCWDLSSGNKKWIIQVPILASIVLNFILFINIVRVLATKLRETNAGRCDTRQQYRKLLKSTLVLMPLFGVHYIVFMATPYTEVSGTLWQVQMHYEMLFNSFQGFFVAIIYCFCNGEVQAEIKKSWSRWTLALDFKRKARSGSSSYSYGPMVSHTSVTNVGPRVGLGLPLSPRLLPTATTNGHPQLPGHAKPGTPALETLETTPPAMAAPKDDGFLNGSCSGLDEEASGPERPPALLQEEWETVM
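HEK-293-derived GP2 cells expressing PTHR1 and a GloSensor cAMP reporter, 3,000/well, plated overnight, given luciferin plus IBMX (each 0.5 mM as added) for 1 h at 37 °C, then compound for 1 h at 37 °C. Luminescence was read after 15 min at room temperature.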
TDP43 rescue: TDP-43 toxicity inhibition in yeast; TDP-43 expressing yeast growth rescue, BacTiter-Glo, 24 h; Potency, µM (series often up to 46.1 µM), for inactives: top-dose growth rescue (activation), actives largely listed as activators; actives 1.8% (n = 410,000); also: potency is read from the fitted curve at half-maximal effect; % of control where 0% means no effect; nearly all actives have a fitted effect of over 50% in size
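Cell-based yeast growth screen: TDP-43 expression induced in galactose, inoculum OD600=0.02 after raffinose pregrowth to mid-log. Read-out BacTiter-Glo luminescence at 24 hr, 30 deg C; inhibition of toxicity seen as signal increase.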
HEK293 tox: cytotoxicity in counter-screen for GLP-1R inverse agonists. HEK293 cAMP-luciferase reporter cells, luminescence, 24 h. Potency, µM (highest dose often 38.3 µM), for inactives: top-dose activity change, negative = inhibition, hits mostly inhibitors. actives 0.13% (n = 410,000). AID 624418;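 also: loss of luciferase light is scored as toxicity; potency is read from the fitted curve at half-maximal effect; % is scaled to controls: 0 for no effect and ±100 for the full control effect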
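Quantitative HTS format, 1536 wells, 200 cells/uL seeded. Compounds: 23 nL, 24 h, 37 °C. Detection: luciferase reagent, luminescence at 12 min RT; decreased signal taken as cytotoxic.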
FUS suppressor: rescues growth of FUS-expressing yeast | S. cerevisiae FUS-expressing, growth rescue, OD600, 24 h | Potency, µM (titrated, usually from 76.6 µM), for inactives: at the highest dose growth rescue (activation), usual class: activators | actives 0.24% (n = 390,000) | AID 1347120;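 also: potency is read from the fitted curve at half-maximal effect; plate controls were DMSO vehicle for no effect and reference control for full effect; nearly all actives have a fitted effect of over 55% in size; some results filed as inactive show a strong effect at the top dose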
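FUS-expressing yeast, raffinose-pregrown, induced in 2% galactose minimal medium at OD 0.005; compounds in a dilution series, 24hr at 30C. Growth restoration read as absorbance at 600 nm. CP55940 positive control, DMSO negative.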
pAkt inh: inhibitors of Akt phosphorylation; Neuro2A IGF-stimulated pAkt S473 HTRF, 20 min; active compounds read low; activity change, % for hits at 50 µM; actives 0.32% (n = 360,000); AID 651550; in the data active = activity change below about -80%; inconclusive = mostly about -51% to -80%; also: % is scaled to controls: 0 for no effect and ±100 for the full control effect
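Neuro2A cells in DMEM with 0.5% FBS, overnight at 37 deg C, given compound at single 50 µM final, then IGF (6 nM final) for 20 min at 37 deg C. Lysed; phospho-Akt Ser473 by HTRF after 24 h, 665/615 ratio.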
MmCpn inh: blocks the Methanococcus maripaludis chaperonin Mm-Cpn. purified Mm-Cpn ATPase, ADP Transcreener TR-FRET. Potency, µM (highest dose often 76.9 µM), for the others: top-dose activity, negative = inhibition, usual class: inhibitors. actives 0.031% (n = 330,000); also: potency is read from the fitted curve at half-maximal effect; % is scaled to controls: 0 for no effect and ±100 for the full control effect; nearly all actives have a fitted effect of over 80% in size
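Purified archaeal Mm-CPN (25nM final) preincubated 10 min at 37degC with compound, then 10uM ATP for 30 min at 37degC; ADP measured by HTRF Transcreener TR-FRET; buffer 30 mM TRIS pH 7.4, 100mM KCl, 5mM MgCl2, 1mM DTT.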
aSyn rescue: rescues yeast growth from alpha-synuclein toxicity | Yeast expressing alpha-synuclein, growth rescue, BacTiter-Glo, 24 h | Potency, µM (doses to about 46.1 µM), inactives show top-dose growth rescue (activation), actives largely listed as activators | actives 0.14% (n = 370,000); also: potency is read from the fitted curve at half-maximal effect; % of control where 0% means no effect; nearly all actives have a fitted effect of over 65% in size
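Screening used galactose-induced yeast with toxic alpha-synuclein levels, exposed to compound for 24 hr at 30 deg C. Cell growth, read with BacTiter-Glo luminescence, gave the measured signal.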
Abeta yeast res: restores growth of yeast expressing A-beta42 peptide | yeast expressing A-beta42, growth rescue, OD600, 48 h; response scale: 0% DMSO, 100% iron-clioquinol control | Potency, µM (titrated, usually from 46.1 µM), for inactives: at the highest dose growth rescue, hits mostly activators | actives 0.063% (n = 410,000); also: potency is read from the fitted curve at half-maximal effect; nearly all actives have a fitted effect of over 55% in size
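Yeast A-beta toxicity model in growth medium with pinned compounds, 48 h at 30 C; growth read as absorbance at 600 nm. Normalized to FeCl3/clioquinol equimolar mix (positive) and DMSO (negative).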
* hit, by the source's call; i = inactive; u = inconclusive; x = no result given; [ ] = dose if it differs, or a comment. Unless noted, calls follow the shape of the dose curve; as a rule, active = well fitted curve in the direction sought with a large enough effect; inconclusive = small, poorly fitted or top-dose-only effect, or another doubt; inactive = no such curve, though single readings can be large; an effect the other way counts as inactive or inconclusive. Not all compounds are listed (hit frequency here may not be typical).

Structure	TDP43 rescue	MmCpn inh	PTHR1 ag	HEK293 tox	pAkt inh	FUS suppressor	Abeta yeast res	aSyn rescue	GLP-1R inv ag
Cc1ccccc1-c1cc(=O)c2ccccc2o1	20%	1%	-29%	-9%	i	-36%	-36%[inhibitor]	-7%	-25%
O=C(c1ccccc1O)N1N=C(C(F)(F)F)CC1(O)c1ccc([N+](=O)[O-])cc1 (stereo not given)	16%	-1%	-62%[inhibitor]	u	i	-9%	-4%	-3%	u
CCCCN(c1ccccc1)S(=O)(=O)c1cccc(C(=O)Nc2c(C)n(C)n(-c3ccccc3)c2=O)c1	-9%	x	-66%[inhibitor]	-7%	i	x	-13%	4%	11µM*
O=S(=O)(NCC(c1ccco1)N1CCN(c2ccc(F)cc2)CC1)c1ccc(F)cc1 (stereo not given)	-23%	1%	i	9%	i	x	-6%	6%	10µM*
COCCn1c(N)c(N(Cc2ccccc2)C(=O)c2cc3ccccc3o2)c(=O)[nH]c1=O	3%	0%	i	16%[0.307 µM]	i	0%	17%	2%	4%[0.307 µM]
O=C(C1CC1)N1N=C(c2ccncc2)CC1(O)C(F)(F)F (stereo not given)	-10%	0%	-2%	-11%	i	11%	9%	-4%	4%
COc1ccc(-c2nc3ccc(Br)cn3c2Cc2cccc(Cl)c2)cc1OC	22µM*	x	-27%	2%	i	u	15%	u	u
Cc1nn(Cc2c(Cl)cccc2Cl)c(C)c1NC(=O)c1cn(-c2ccccc2)nc1-c1ccccc1	3%	1%	i	-1%	i	-6%	1%	0%	5%
O=C(C1CCN(S(=O)(=O)N2CCOCC2)CC1)N1CCN(c2ccccc2F)CC1	-14%	0%	i	-3%	i	4%	-17%	-3%	3%
Cc1ccc(C(=O)N2CCc3cc(CNC(=O)c4ccc(Br)cc4)ccc32)cc1	-9%	x	-19%	-7%	x	4%	-8%	x	-12%
COc1cccc(C2N(c3ccc(Cl)c(Cl)c3)C(=O)C3CCCN32)c1OC (stereo not given)	2%	0%	i	3%	i	14%	-3%	0%	-22%
Cc1oc(-c2ccc(Cl)cc2)nc1Cn1c(=O)cc(-c2ccccc2)c2c(C)nn(C)c21	-8%	x	-23%	12%	x	-22%	-6%	x	0%
COC(=O)/C(=C1/Oc2cc(C)oc(=O)c2S1)C(F)(F)F	8.9µM*	0%	-21%	-5%	i	x	-16%	1%	39%[activator]
CC(C)N(C)C1=CC(=O)C(N(C)C(C)C)=CC1=O	-1%	x	i	-18%	i	x	0%	10%	13%
COc1ccc(C(=O)N/N=C(\c2ccccc2)c2ccccn2)cc1	22µM*	-4%	i	9%	i	x	-69%[inhibitor]	-25%	u
CCOC(=O)c1c(C)[nH]c(C(=O)OC(C)C(=O)Nc2ccccc2OC)c1C (stereo not given)	6%	-1%	-22%	-26%	i	x	0%	-8%	u
CC(=O)c1c(C)[nH]c(C(=O)OCC(=O)Nc2ccccc2Cl)c1C	u	1%	-41%[inhibitor]	-5%	i	15%	1%	1%	18%
C/C=C/C=[N+](\[O-])C(C)/C(=N/O)c1ccc(F)cc1 (stereo not given)	12%	4%	i	-17%	i	23%	-5%	-1%	-8%
Cc1cc(NC(=O)c2ccc(NC(=O)CC(C)C)cc2)no1	16%	1%	-11%	0%	x	2%	19%	x	3%
CCOC(=O)c1sc(N/N=C/c2ccccc2)nc1C	-52%[inhibitor]	-1%	-22%	0%	i	6%	-3%	-23%	4%
O=c1cc(-c2ccccc2Cl)oc2c(Br)ccc(O)c12	9%	-4%	-12%	-8%	i	8%	8%	-1%	16%
COc1cccc(C(=O)NNC(=O)Cc2ccc(Cl)cc2)c1	9%	0%	-2%	4%	i	-4%	17%	3%	10%
Cc1ccccc1C(=O)c1c[nH]c(C(=O)NCCCn2ccnc2)c1	-2%	1%	i	2%	i	9%	-4%	-7%	-24%
Cc1cc(-c2nn(-c3ccccc3F)cc2CN2CCCC(O)C2)c(C)s1 (stereo not given)	-13%	-1%	8%	3%	i	12%	-3%	-5%	u
CCOc1ccc(Oc2ccc(Cl)cc2NC(=O)C2=COCCO2)cc1	19%	-2%	i	12%	i	11%	22%	-10%	10µM*
COc1ccc(/C=N/NC(=O)c2ccncc2)cc1CSc1nc2ccccc2s1	u	-9%	-4%	8%	i	x	-9%	9%	u
O=C(NCc1ccco1)/C(=C/c1ccco1)NC(=O)c1ccccc1	-21%	-2%	i	-7%	i	-9%	-20%	0%	1%
CCOc1ccc(OCC)c(S(=O)(=O)n2cnc(C)c2)c1	22%	1%	-4%	-15%	i	-18%	-18%	11%	-13%
COc1ccc(CCNC(=O)CN(c2ccccc2OC)S(C)(=O)=O)cc1OC	-15%	0%	i	-8%	i	-4%	1%	3%	4%
Cc1ccsc1CN1CCC(C(=O)NCc2ccccc2Cl)CC1	0%	0%	-7%	-7%	i	-23%	5%	-5%	-20%
CC(C)Oc1ccc(CCC(=O)NNC(=O)CCC(=O)O)cc1	11%	1%	i	7%	i	4%	x	0%	4%
O=C(Cn1cc([N+](=O)[O-])cn1)N1CCc2ccccc2C1	14%	2%	-3%	-4%	i	-20%	16%	2%	-4%
CCOC(=O)c1cc(CC)sc1NC(=O)c1ccc(N2CCOCC2)c([N+](=O)[O-])c1	-11%	1%	-4%[57.5 µM]	8%	i	6%	15%	1%	0%
COc1ccccc1OCCn1cc(C(=O)C(C)C)c2ccccc21	-14%	-1%	-18%	-8%	i	40%	-6%	-5%	-27%
CC(C(=O)NC1CCS(=O)(=O)C1)N1C(=O)/C(=C/c2ccc(Cl)cc2)SC1=S (stereo not given)	10%	-3%	-39%	-6%	i	u	8%	2%	-19%
NC(=O)CSc1nccn1Cc1ccccc1	6%	-1%	i	0%[7.66 µM]	i	0%	4%	-1%	-7%[7.66 µM]
CC(=O)Nc1ccc(S(=O)(=O)NCC2CCCO2)cc1 (stereo not given)	-1%	x	i	-3%	i	-2%	7%	-4%	-8%
Cc1cccc(Cn2c(N3CCN(C)CC3)nc3c2c(=O)n(C)c(=O)n3C)c1	-2%	3%	-11%	6%	i	6%	15%	-8%	9%
CN1CCN(S(=O)(=O)c2ccc(NC(=O)Cc3cccs3)cc2)CC1	-27%	0%	i	-13%	i	17%	3%	-9%	-30%
CCOc1ccc(NCc2cccn2-c2nnc(N3CCC(C(=O)NCCOC)CC3)s2)cc1	4%	x	-40%[inhibitor]	-15%	x	25%	-11%	x	6%

Some of these compounds in order of count of non-hydrogen atoms, falling:
Structure	TDP43 rescue	MmCpn inh	PTHR1 ag	HEK293 tox	pAkt inh	FUS suppressor	Abeta yeast res	aSyn rescue	GLP-1R inv ag
CCOC(=O)c1cc(CC)sc1NC(=O)c1ccc(N2CCOCC2)c([N+](=O)[O-])c1	-11%	1%	-4%[57.5 µM]	8%	i	6%	15%	1%	0%
Cc1ccccc1C(=O)c1c[nH]c(C(=O)NCCCn2ccnc2)c1	-2%	1%	i	2%	i	9%	-4%	-7%	-24%
Cc1ccsc1CN1CCC(C(=O)NCc2ccccc2Cl)CC1	0%	0%	-7%	-7%	i	-23%	5%	-5%	-20%

The list continues:
Structure	TDP43 rescue	MmCpn inh	PTHR1 ag	HEK293 tox	pAkt inh	FUS suppressor	Abeta yeast res	aSyn rescue	GLP-1R inv ag
COc1cc(NC(=O)c2cc3nc(C4CC4)cc(C(F)(F)F)n3n2)c(OC)cc1Cl	20%	-1%	i	-14%	i	0%	3%	1%	14%
CC(C)COP(=O)(c1ccc(N(C)C)cc1)C(O)c1ccccc1F (stereo not given)	10%	1%	-31%[inhibitor]	-8%	x	33%	12%	x	-16%
CCCn1c(NC(=O)C2COc3ccccc3O2)nc2ccccc21 (stereo not given)	u	-3%	-8%	2%	i	11%	22%	0%	2%
CCOC(=O)[C@@H]1[C@H]2COc3ccccc3[C@@H]2N2C(=O)N(c3ccc(C(F)(F)F)cc3)C(=O)[C@]12C	26%	x	-12%	-5%	i	12%	19%	5%	0%
Cc1c(C(=O)N2CCN(c3ccccn3)CC2)oc2ccccc12	-14%	0%	-27%	17%	i	-6%	7%	-7%	7%
Cc1ccc(S(=O)(=O)c2nnn3c2nc(NC2CCCCC2)c2sccc23)cc1	-12%	x	-7%	4%	x	-8%	-16%	x	45%[activator]
COc1ccc(C2C(C(N)=O)=C(C)Nc3nc(-c4ccccc4)nn32)cc1OC (stereo not given)	16%	1%	-6%	-14%	i	-11%	-6%	-1%	34%[activator]
O=C(CN1C(=O)C2C3CC(C(Br)C3Br)C2C1=O)N1CCN(Cc2ccccc2)CC1 (stereo not given)	7%	-1%	-14%	7%	i	-22%	-8%	1%	12%
CCN(Cc1ccccc1)C(=O)Cn1c(=O)n(CCC(=O)N2CCCCC2)c(=O)c2sccc21	3%	0%	-2%	-13%	i	10%	1%	0%	-27%
Clc1ccc2c(N/N=C/c3ccccc3Br)ccnc2c1	3%	1%	-17%	13%[1.53 µM]	i	17%	-78%[inhibitor]	-18%	-18%
Cc1nccn1CC(O)COc1ccc(Cl)cc1Cl (stereo not given)	-16%	-2%	i	7%	i	-19%	-5%	4%	u
COCC(C)NC(=O)c1ccc2nc(-c3ccccc3)c(-c3ccccc3)nc2c1 (stereo not given)	8%	1%	-14%	1%	i	24%	16%	-15%	u
CN(C)C1=NCCN1CCC1CCCCC1	-20%	0%	-6%	1%	i	-26%	-31%[inhibitor]	-2%	-8%
Cc1ccccc1NC(=O)Nc1nnc(N(C)Cc2ccccc2)s1	-2%	x	-48%[inhibitor]	-20%	x	-17%	-18%	x	-17%
